# Bioassay records (PubChem BioAssay)
# APOBEC3G inh – blocks human APOBEC3G single-stranded DNA deamination | AID 493012 | inhibition, % at 20 µM | Q9HC16 | actives 0.28% (n = 330,000) | recombinant A3G, ssDNA deamination FAM/TAMRA fluorescence;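 active = inhibition of at least 40% at 20 µM, with no more than 30% in the related APOBEC3A deaminase screen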;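 note: plate controls were DMSO wells with A3G for no effect and wells lacking A3G enzyme for full effect; some compounds called inactive have numbers as strong as hits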
# Target sequence (Q9HC16 whole entry, looked up): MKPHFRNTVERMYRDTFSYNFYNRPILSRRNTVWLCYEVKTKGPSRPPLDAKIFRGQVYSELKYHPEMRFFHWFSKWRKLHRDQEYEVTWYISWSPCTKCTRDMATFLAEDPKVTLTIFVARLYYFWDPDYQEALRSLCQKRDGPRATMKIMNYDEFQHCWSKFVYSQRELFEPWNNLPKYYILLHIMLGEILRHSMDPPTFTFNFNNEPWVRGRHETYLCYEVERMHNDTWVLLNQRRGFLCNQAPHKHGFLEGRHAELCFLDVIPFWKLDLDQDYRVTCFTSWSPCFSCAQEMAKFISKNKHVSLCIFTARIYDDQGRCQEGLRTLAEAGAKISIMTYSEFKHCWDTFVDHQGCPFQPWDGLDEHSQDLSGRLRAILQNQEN
# CCR6 antag – antagonists of human CCR6 receptor | P51684 | CHO-K1 CCR6 PathHunter beta-arrestin, luminescence, CCL20-stimulated | inhibition, % at 20 µM | actives 0.49% (n = 340,000) | AID 493098;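 active = compounds whose inhibition of the agonist-driven luminescence signal at 20 µM reaches about 50%, limit read from the data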;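 note: cells stimulated with CCL20 at 14 nM final; plate controls were DMSO with CCL20 for no effect and DMSO without agonist for full effect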
# MPTP inh – inhibitors of mitochondrial permeability transition pore; inhibition, % at 10 µM; AID 602449; isolated mouse mitochondria, Ca2+ swelling absorbance, 30 min; actives 1.4% (n = 360,000);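 active = inhibition of 50% or more, scaled per plate between neutral and stimulator controls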;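 note: 0% = DMSO wells given calcium and 100% = 1 mM EGTA wells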
# NR3A LBD binder – NR3A (human) ligand-binding domain modulation; NR3A LBD differential scanning fluorimetry, Tm shift; 0% = protein alone, 100% = glycine-bound protein; Tm shift relative to glycine control, % at 25 µM; actives 2.5% (n = 340,000);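 active = melting temperature shift of at least 10% of the positive control shift, at one fixed dose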
# Gli-Sufu block – Gli-Sufu pathway antagonism; Sufu-KO-LIGHT fibroblasts, Gli luciferase reporter luminescence; inhibition, % at 5 µM; actives 0.74% (n = 340,000); AID 588413;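 active = inhibition above about 55%, limit read from the data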;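 note: 0% = DMSO-treated cells and 100% = wells with medium but no cells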
# CXCR6 inh – blocks human CXCR6 beta-arrestin recruitment; inhibition, % at 20 µM; CHO-K1 PathHunter CXCR6 beta-arrestin, luminescence; actives 0.36% (n = 360,000); O00574; in the data active = inhibition above about 34%, passing the limit was not always enough;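 note: antagonist mode with CXCL16 agonist at 10 nM final; 0% = 10 nM CXCL16 with DMSO and 100% = unstimulated wells without agonist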
# Target sequence (O00574 whole entry, looked up): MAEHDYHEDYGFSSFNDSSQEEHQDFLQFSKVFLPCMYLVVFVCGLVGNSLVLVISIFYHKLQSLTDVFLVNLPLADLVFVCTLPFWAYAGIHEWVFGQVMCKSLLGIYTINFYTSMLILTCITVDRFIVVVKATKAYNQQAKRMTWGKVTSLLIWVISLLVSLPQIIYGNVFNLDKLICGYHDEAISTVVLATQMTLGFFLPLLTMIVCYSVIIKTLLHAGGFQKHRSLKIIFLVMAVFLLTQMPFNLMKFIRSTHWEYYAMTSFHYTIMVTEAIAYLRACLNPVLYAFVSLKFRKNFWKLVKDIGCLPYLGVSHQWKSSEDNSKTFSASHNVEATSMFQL
# APOBEC3A inh – inhibitors of human APOBEC3A DNA deaminase; actives 0.41% (n = 330,000); recombinant A3A, FAM/TAMRA ssDNA deamination fluorescence; AID 493011; inhibition, % at 20 µM; P31941;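 active = at least 40% inhibition at 20 µM here, with at most 30% in a related deaminase screen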;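 note: plate controls were A3A with DMSO for no effect and wells lacking A3A enzyme for full effect; some results filed as inactive read as strong as hits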
# EBI2 antag – EBI2 (human) antagonism; P32249; EBI2 beta-arrestin recruitment, luminescence, 7a,25-OHC stimulated; inhibition, % at 5 µM; actives 0.81% (n = 360,000); AID 651636; in the data active = inhibition above about 38%;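 note: enzyme fragment complementation signal reports receptor beta-arrestin coupling in cells; 0% = agonist plus DMSO wells and 100% = wells without agonist; some results beyond the cut were filed as inactive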
# Target sequence (P32249 whole entry, looked up, the tested form may be a part): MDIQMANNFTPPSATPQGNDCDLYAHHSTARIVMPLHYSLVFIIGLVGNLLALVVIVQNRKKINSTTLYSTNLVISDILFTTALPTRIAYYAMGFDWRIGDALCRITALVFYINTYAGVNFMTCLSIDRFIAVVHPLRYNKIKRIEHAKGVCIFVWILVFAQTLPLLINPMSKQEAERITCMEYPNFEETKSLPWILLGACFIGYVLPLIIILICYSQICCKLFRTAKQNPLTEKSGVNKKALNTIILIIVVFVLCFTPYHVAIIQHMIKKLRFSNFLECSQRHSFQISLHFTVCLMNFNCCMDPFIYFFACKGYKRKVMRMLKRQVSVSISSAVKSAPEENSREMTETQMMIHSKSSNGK
# Starred values were filed as active, the others as inactive; . = not tested or not shown. Outcome played no part in choosing rows, and some 5.8% of all compounds hit somewhere here.
# Every second line gives: APOBEC3G inh	CCR6 antag	MPTP inh	NR3A LBD binder	Gli-Sufu block	CXCR6 inh	APOBEC3A inh	EBI2 antag
Cc1cc2nc3n(c2cc1C)CC1CC(C(=O)NCc2ccccc2)N(C)C31 (stereo not given)
    -2	-1	-0.8	0	-2	10	4	2
Cc1occc1C(=O)Nc1c(Cl)cccc1Cl
    -6	1	-1.4	1	-6	-17	2	9
Brc1ccc(-c2noc(-c3ccccn3)n2)o1
    -6	-4	-0.3	1	-64	-14	-1	-10
COc1ccc(Br)cc1-c1noc(-c2ccccc2F)n1
    -4	-3	-0.5	3	-41	-2	-2	4
Cc1sc2ncn3cnnc3c2c1C
    -2	-3	0.0	0	3	-2	-1	1
c1ccc(-n2cnnc2SCc2cn3ccccc3n2)cc1
    -6	-17	-1.6	2	15	0	-2	-4
O=C(CN1C(=O)c2ccccc2C1=O)N1CCN=C1c1ccccc1
    1	7	2.1	1	-1	-2	0	-9
CC(C)NC(=O)NC(=O)COC(=O)c1ccc(OC(F)(F)F)cc1
    -7	-6	-0.6	1	-3	0	-4	-10
CN1/C(=C\C(=O)COC(=O)c2ccc(O)cc2)C(C)(C)c2ccccc21
    0	10	5.3	-6	10	-2	4	2
CCOc1ccccc1N1CC(C(=O)N2CCOCC2)CC1=O (stereo not given)
    -10	4	-1.3	1	-11	-6	-1	-3
CCNC(=O)N(C(=O)NCC)n1c(C)nnc1C
    -5	-10	-0.2	2	-1	2	-3	2
CCCc1cc(=O)[nH]c(SCC(=O)Nc2ccc3c(c2)CCC3)n1
    -17	9	1.2	-1	-9	-1	-1	9
CCOc1ccc(/C=N/Nc2nc(=O)[nH]nc2C)cc1OC
    -5	-13	0.2	0	0	-3	-2	-4
CC(=O)c1ccc(NC(=O)CN2CCCCCC2)cc1
    1	-1	1.2	-4	-15	-11	4	-2
O=C(NC1CCCCC1)c1ccc(-n2cnnn2)cc1
    -5	10	1.8	0	-4	-2	0	-22

# Further records
# Every second line gives: APOBEC3G inh	CCR6 antag	MPTP inh	NR3A LBD binder	Gli-Sufu block	CXCR6 inh	APOBEC3A inh	EBI2 antag
CCC(/C=C1\Sc2ccc(OC)cc2N1CCO)=C\c1sc2ccc(OC)cc2[n+]1CCO
    8	68*	24	-4	49	9	8	9
COc1ccc2nc(SCC(=O)N3CCCCC3)c(C#N)cc2c1
    -4	19	-1.4	-1	-33	2	-2	3
CCOC(=O)c1c(NC(=S)N2CCCCC2)sc2c1CCN(C(=O)OCC)C2
    -3	17	1.1	3	26	6	-1	31
CCN1CCN(c2ccc(NC(=O)c3ccc4c(c3)OCCO4)cc2C)CC1
    19	16	-2.9	-2	-50	4	74*	-1
COc1ccc(-n2cc(CNCCCn3ccnc3)c(-c3ccccc3Cl)n2)cc1
    3	18	-2.7	0	25	5	-3	-6
CC(=O)c1cccc(NC(=O)C(C)OC(=O)Cc2c[nH]c3ccccc23)c1 (stereo not given)
    -4	0	0.6	1	-4	-17	-3	8
CC(C)(C)[C@H]1COC(=O)[C@@H](Cc2ccc(F)cc2)C/C=C\C[C@@H](CC(=O)N[C@@H](CO)Cc2ccccc2)C(=O)N1
    1	-3	4.6	-1	5	-8	3	-6
CCc1cc(C(=O)O)c(NC(=O)/C=C/c2ccc(OC)cc2)s1
    -4	8	0.3	-3	-35	-1	2	0
CN(C)C(=O)c1ccccc1Sc1ccc(Cl)cc1Cl
    5	0	-1.3	0	-2	9	3	-2
CCCOc1ccc(CCC(=O)N/N=C/c2ccncc2)cc1
    -10	9	2.7	-1	-2	-9	-8	7
CC(NC(=O)c1ccccc1Cl)C(=O)NCc1cccs1 (stereo not given)
    8	-4	-1.6	2	-4	2	-3	-3
CC(C)n1cnc2c(NCc3ccccc3)cc(OCC3CCN(C)CC3)cc21
    -3	0	-1.6	1	20	-8	-2	-4
Cc1cc(=O)oc2cc(OCC(=O)Nc3ccc(CN4CCOCC4)cc3)ccc12
    -2	-7	-0.8	-1	0	-3	-1	-8
CCN(CC)S(=O)(=O)c1cccc(C(=O)Nc2cc(C)nn2-c2ccccc2)c1
    -1	0	-1.8	0	2	-1	4	-3
O=C(Nc1ccncc1)c1cccc(S(=O)(=O)N2CCCC2)c1
    -10	3	0.5	-1	16	5	-4	-14

# 10 entries already listed, arranged by SMILES length, high to low:
# Every second line gives: APOBEC3G inh	CCR6 antag	MPTP inh	NR3A LBD binder	Gli-Sufu block	CXCR6 inh	APOBEC3A inh	EBI2 antag
CCN(CC)S(=O)(=O)c1cccc(C(=O)Nc2cc(C)nn2-c2ccccc2)c1
    -1	0	-1.8	0	2	-1	4	-3
CC(=O)c1cccc(NC(=O)C(C)OC(=O)Cc2c[nH]c3ccccc23)c1 (stereo not given)
    -4	0	0.6	1	-4	-17	-3	8
Cc1cc(=O)oc2cc(OCC(=O)Nc3ccc(CN4CCOCC4)cc3)ccc12
    -2	-7	-0.8	-1	0	-3	-1	-8
CCOC(=O)c1c(NC(=S)N2CCCCC2)sc2c1CCN(C(=O)OCC)C2
    -3	17	1.1	3	26	6	-1	31
CC(C)n1cnc2c(NCc3ccccc3)cc(OCC3CCN(C)CC3)cc21
    -3	0	-1.6	1	20	-8	-2	-4
CCc1cc(C(=O)O)c(NC(=O)/C=C/c2ccc(OC)cc2)s1
    -4	8	0.3	-3	-35	-1	2	0
O=C(Nc1ccncc1)c1cccc(S(=O)(=O)N2CCCC2)c1
    -10	3	0.5	-1	16	5	-4	-14
COc1ccc2nc(SCC(=O)N3CCCCC3)c(C#N)cc2c1
    -4	19	-1.4	-1	-33	2	-2	3
CCCOc1ccc(CCC(=O)N/N=C/c2ccncc2)cc1
    -10	9	2.7	-1	-2	-9	-8	7
CC(NC(=O)c1ccccc1Cl)C(=O)NCc1cccs1 (stereo not given)
    8	-4	-1.6	2	-4	2	-3	-3

# Going on with the list:
# Every second line gives: APOBEC3G inh	CCR6 antag	MPTP inh	NR3A LBD binder	Gli-Sufu block	CXCR6 inh	APOBEC3A inh	EBI2 antag
CCOC(=O)N1CCC(NC(=O)c2cnn3c(C(F)(F)F)cc(-c4cccc(OC)c4)nc23)CC1
    -8	11	.	1	-8	.	-4	.
CCOC(=O)C1CCN(C(=O)c2ccccc2NC(=O)C2=C(C)OCCS2)CC1
    2	-7	-0.9	-1	-7	-9	-2	-12
Cc1cccc(C)c1NC(=O)CNC(=O)c1cn(-c2ccccc2)nc1-c1ccccc1
    -4	6	-0.5	-4	-7	-2	1	10
COc1ccccc1N1CCN(S(=O)(=O)c2ccc(-n3cnnn3)c(C)c2)CC1
    -7	-3	0.4	3	-1	-16	-3	-3
CC(=O)Nc1ccc(/C(C)=N/NC(=O)c2ccc(CN3CCOCC3)cc2)cc1
    -6	-5	0.5	-2	-5	10	2	-4
CC(C)(C)c1ccc(C(=O)NCc2ccco2)cc1
    9	8	2.5	1	-4	14	-3	10
c1csc(CNc2nc3ccccc3n2CCN2CCOCC2)c1
    2	-14	0.6	0	13	2	2	-12
O=C(NCC1COc2ccccc2O1)C1CCCN(S(=O)(=O)c2cccc3nsnc23)C1 (stereo not given)
    6	14	6.1	2	3	6	3	4
Cc1ccc2c(c1)N(CC(=O)NC1CCC(C)CC1)C(=O)CO2 (stereo not given)
    -6	1	3.0	-3	1	5	-4	7
CSCCC(NC(=O)c1ccc(Cl)cc1Cl)C(=O)N1CCCCCCC1 (stereo not given)
    11	-5	-1.2	-1	-23	6	0	12
CCN1CCCn2c1nc1c2c(=O)n(C)c(=O)n1C
    -10	-2	-0.3	-12	-8	1	-3	2
Cc1ccc(Oc2ncccc2/C=N/O)cc1
    -6	33	-6.7	3	14	-8	-4	5
CCOc1ccc(C(=O)NN2C(=O)C3C4C=CC(O4)C3C2=O)cc1 (stereo not given)
    -2	6	-7.1	-2	3	-4	-2	-2
CC1CCC2(CC1)NC(=O)c1ccccc1O2 (stereo not given)
    -1	11	-2.0	-3	1	4	-3	0
O=C1CCC(=O)N1OCCCOc1ccccc1
    -7	5	-0.2	1	8	-14	0	5

# (list continues)
# Every second line gives: APOBEC3G inh	CCR6 antag	MPTP inh	NR3A LBD binder	Gli-Sufu block	CXCR6 inh	APOBEC3A inh	EBI2 antag
CCOC(=O)C1CCCN(C(=O)CCNC(=O)Cn2ccc3ccccc3c2=O)C1 (stereo not given)
    -10	9	-0.1	-1	-13	4	-6	-9
COc1ccc(-c2cc(C(F)(F)F)nc(NCc3cccs3)n2)cc1
    -4	12	18	-10	-5	-1	-1	19
C=CCn1c(SC)nnc1-c1ccc2ncccc2c1
    -3	5	1.6	0	4	6	-2	-9
C/C(=N\Nc1nc(C)cc(-c2ccccc2)n1)c1ccccc1
    -6	29	0.7	-4	-10	1	-5	3
Cc1ccc2nc(NC(=O)C(NS(=O)(=O)c3cccc4nsnc34)C(C)C)sc2c1 (stereo not given)
    -5	7	-0.6	0	2	4	-1	5
CC(C)C[C@@H](CSc1ccc(Br)cc1)N1CCN(CC(C)C)CCC1=O
    -4	16	2.2	0	-12	6	-1	18
O=C(c1ccccc1)c1ccc(OCCCN2CCCC2)cc1
    -5	14	0.6	-2	5	1	0	-3
O=C(O)C12C[C@H]3C[C@@H](C1)CC(n1ncc(N4CCN(c5ccccc5)CC4)c(Cl)c1=O)(C3)C2
    2	2	-1.1	1	-7	-11	4	-3
COc1cccc2cc(C(=O)N3CCN(C/C=C/c4ccccc4)CC3)c(=O)oc12
    -5	0	-1.0	1	6	12	-3	16
CCN(CC)c1ccc2cc(C(N)=O)c(=O)oc2c1
    -4	21	0.2	0	-26	-8	1	-2
O=C1CCCC2=C1C(c1ccccc1)NC(=S)N2 (stereo not given)
    -4	11	-0.5	1	-5	-19	-2	-13
COc1ccccc1OCC(=O)OCn1c(SC)nnc(C)c1=O
    -2	-2	0.0	0	-10	-8	-1	-4
O=C(N/N=C/c1cccc(OC(=O)c2cccc(Br)c2)c1)c1ccncc1
    -6	-10	-0.1	-11	-3	2	-3	-4
COc1cc(/C=c2\s/c(=C\C(=O)C(C)(C)C)[nH]c2=O)cc(OC)c1OC
    -5	16	2.5	-12	8	3	0	1
O=C(O)c1ccccc1C(=O)NNc1ccc(Cl)cc1
    1	5	1.6	0	-3	12	-3	4

# The results go on.
# Every second line gives: APOBEC3G inh	CCR6 antag	MPTP inh	NR3A LBD binder	Gli-Sufu block	CXCR6 inh	APOBEC3A inh	EBI2 antag
COCCCNC(=O)C(C#N)c1nc2ccccc2nc1N1CCCC1 (stereo not given)
    -8	12	-8.0	7	-24	16	-4	14
Cc1ccc(C)c(N(CC(=O)NCc2ccco2)C(=O)CCC(=O)Nc2ccccn2)c1
    .	-14	0.5	-7	-1	6	.	-6
CCOC(=O)C1(CCOc2ccccc2)CCN(Cc2ccc(O)cc2)CC1
    0	12	6.8	-1	13	-8	-3	4
CC(=O)c1cc2c(cc1NC(=O)c1cc(C)nn1-c1ccccc1)OCO2
    -6	6	-0.3	0	15	-1	-3	7
Cc1cccc(NC(=O)COC(=O)C(NC(=O)c2cccc(S(=O)(=O)N3CCOCC3)c2)C(C)C)c1 (stereo not given)
    .	-1	-1.5	0	8	-1	.	4
O=C(CSc1nc2c(sc3ccccc32)c(=O)n1Cc1ccco1)NCC1CCCO1 (stereo not given)
    -1	14	-0.5	1	16	6	0	-1
CC(=O)CCn1cc([N+](=O)[O-])nc1C
    -4	3	3.2	3	6	-4	1	-12
CCn1cnc2c1c(=O)n(CC(=O)O)c(=O)n2Cc1ccccc1
    -5	4	-0.2	0	-9	-1	1	-19
O=C1NC(c2ccccc2)C(c2ccccc2)N1 (stereo not given)
    .	7	-1.9	1	-16	-7	.	2
COc1ccc(O)c(/C=N/Nc2nc(C)cc(-c3ccccc3)n2)c1
    -7	32	2.7	7	7	24	-6	15
COc1ccc(OCCNC(=O)Nc2cc(F)c(F)cc2Cl)cc1
    0	-3	5.4	-6	-17	-5	4	10
